Screening results from PubChem BioAssay.
tuberculosis growth: growth inhibition of non-replicating M. tuberculosis (AID 488890); Mycobacterium tuberculosis non-replicating, growth inhibition; higher % means a stronger effect; inhibition, % at 25 µM, or IC50 in µM where a hit was titrated; 320,000 compounds, 0.39% hits; in the data active = a potency from the dose series; inconclusive = inhibition mostly from about 82% at the one dose, without a potency; inactive = the rest, 99 in 100 with inhibition below about 76%;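 note: plate controls were DMSO cells for no effect and high antibiotic wells for full effect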
Salmonella PhoP GFP: PhoP regulon inhibitors, Salmonella typhi PhoP promoter GFP reporter, confirmatory (AID 1850); Salmonella Typhi PhoP-promoter GFP reporter, fluorescence, 4 h; higher % means a stronger effect; inhibition, % at 50 µM, or IC50 in µM where a hit was titrated; 310,000 compounds, 0.33% hits; in the data active = a potency from the dose series; inconclusive = inhibition mostly from about 25% at the one dose, without a potency; inactive = the rest, 99 in 100 with inhibition below about 19%;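 note: 0% = induced wells with vehicle and 100% = uninduced wells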
H37Rv inhibition: M. tuberculosis growth inhibition, HTS (AID 449762). M. tuberculosis H37Rv growth inhibition, 7H9 media; higher % means a stronger effect. one-dose inhibition, % at 25 µM; IC50 in µM for titrated hits. 330,000 compounds, 0.59% hits; in the data active = a potency from the dose series; inconclusive = inhibition above about 70% without an active follow-up result;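 note: bacterial growth assessed after seven days of incubation; strong numbers were not always called active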
H1N1 NS1A inhibition: NS1A inhibition, H1N1 influenza, cell based functional assay (AID 504329). inhibition, % at 12.5 µM, or IC50 in µM where a hit was titrated. 340,000 compounds, 0.3% hits. NS1A functional cell-based assay, percent inhibition; higher % means a stronger effect; in the data active = a potency from the dose series; inconclusive = inhibition above about 27% without an active follow-up result; note: strong numbers were not always called active
VEEV TC-83 Vero: inhibitors of VEEV TC-83 cytopathic effect, confirmation, Vero cells (AID 588727); Vero cells, VEEV TC-83 cytopathic effect inhibition; higher % means a stronger effect; inhibition, % at 20 µM, or IC50 in µM where a hit was titrated; 350,000 compounds, 0.13% hits; in the data active = a potency from the dose series; inconclusive = inhibition mostly from about 14% at the one dose, without a potency; inactive = the rest, 99 in 100 with inhibition below about 12%; note: strong numbers were not always called active
VEEV TC-83 Vero 10K pilot screen: further read-out of VEEV TC-83 Vero, marked with its call; inhibition, %; measured here: 10K pilot screen inhibition
Starred values were filed as active, the others as inactive; i = inactive; ? = inconclusive; nt = not tested or not shown; & = joins results of further samples. Random draw from the library; about 1.4% have a hit in one of these screens.

The first three entries, ahead of the listing:
SMILES	tuberculosis growth	Salmonella PhoP GFP	H37Rv inhibition	H1N1 NS1A inhibition	VEEV TC-83 Vero	others
CC(=O)C1C(c2ccc(F)cc2)C2C(C)=NN=C2CC1(C)O (stereo not given)	-11.6%	-2.2%	-0.2%	-14.4%	0.3%
C=CCC(C#N)(c1ccc(OC)c(OC)c1)c1cnccn1 (stereo not given)	-8.5%	-6.7%	-8.0%	-11.9%	i	VEEV TC-83 Vero 10K pilot screen=0.8
O=C(CN1C(=O)NC2(CCCCC2)C1=O)Nc1ccc(S(=O)(=O)N2CCOCC2)cc1	-1.8%	1.0%	-0.6%	22.2%	0.2%

All compounds of this part (from the top)
SMILES	tuberculosis growth	Salmonella PhoP GFP	H37Rv inhibition	H1N1 NS1A inhibition	VEEV TC-83 Vero	others
CC(=O)C1C(c2ccc(F)cc2)C2C(C)=NN=C2CC1(C)O (stereo not given)	-11.6%	-2.2%	-0.2%	-14.4%	0.3%
C=CCC(C#N)(c1ccc(OC)c(OC)c1)c1cnccn1 (stereo not given)	-8.5%	-6.7%	-8.0%	-11.9%	i	VEEV TC-83 Vero 10K pilot screen=0.8
O=C(CN1C(=O)NC2(CCCCC2)C1=O)Nc1ccc(S(=O)(=O)N2CCOCC2)cc1	-1.8%	1.0%	-0.6%	22.2%	0.2%
COc1ccccc1N(CC(=O)N/N=C/c1ccc(SC)cc1)S(C)(=O)=O	21.5%	-2.9%	-0.1%	-3.9%	0.4%
Cc1ccc(S(=O)(=O)N2CCCC2)cc1C(=O)N1CCN(Cc2ccccc2)CC1	-15.0%	-4.9%	-0.8%	8.1%	0.6%
Cc1ccccc1NC(=O)c1cc2ccccn2n1	-2.1%	-8.4%	-4.4%	-11.0%	0.1%
O=C(C1=C(O)C(=O)N(CC2CCCO2)C1c1ccccc1Cl)c1ccco1 (stereo not given)	15.5%	6.5%	-0.6%	8.8%	1.9%
C[N+]1(C)[C@@H]2CC(OC(=O)[C@H](CO)c3ccccc3)C[C@H]1[C@@H]1O[C@@H]12 (stereo not given in full)	4.3%&8.7%	0.6%&15.5%	-4.8%&10.5%	-4.0%&-0.8%	2.3%&0.7%
CCCCNC(=O)C1CC(c2ccccc2[N+](=O)[O-])=NO1 (stereo not given)	-8.4%	1.9%	0.4%	-17.9%	0.7%
N#CC(=C=[N-])C1=C(C#N)C(c2ccccc2F)C([n+]2ccccc2)C(O)(C2CC2)N1 (stereo not given)	1.4%	-7.5%	-2.7%	0.4%	2.8%
Cc1cccn2cc(-c3ccccc3)nc12	18.1%	-6.5%	-1.2%	3.8%	5.4%
CCC(CC)N1CCN(C(=O)Cc2ccccc2)CC1	-15.3%	-2.1%	-1.5%	-5.5%	i
CCCCCCCCCCCCCCCC[n+]1cccc(C(=O)N(CC)CC)c1	75.9%	41.3µM*	?	2.8%&-7.2%	1.9%&25.9%
CN(C)/C=C1/OC(=O)C(C#N)=C1c1ccc(Cl)cc1	nt	-3.0%	-4.0%	-10.2%	0.7%
COC(=O)c1cc(C(=O)CSc2nc(C)cc(C)n2)ccc1O	-5.5%	6.7%	-10.0%	-1.8%	5.0%
CN1CCN(c2nc3c(c(=O)n(C)c(=O)n3C)n2Cc2ccccc2F)CC1	1.9%	5.6%	3.2%	-5.0%	0.1%
CSCC[C@H](NC(=O)C(C)(C)Oc1ccc(Cl)cc1)c1nc2ccccc2[nH]1	-8.9%	-11.0%	-0.2%	-6.7%	1.4%
COC(=O)CNS(=O)(=O)c1ccc(C)cc1	-3.4%	6.9%	-2.9%	-9.0%	0.7%
C=CCOc1ccc(C(=O)Nc2ncn[nH]2)cc1	19.1%	2.8%	-14.7%	0.6%	0.9%
Cc1cc2c(c(=O)o1)C(C1C=CCCC1)C(C#N)=C(N)O2 (stereo not given)	-8.0%	-13.1%	3.4%	3.2%	3.3%
N#Cc1c(N)nc2c(c1-c1ccc(F)cc1)CCC2	18.1%	2.6%	1.0%	0.8%	0.1%
CC1Cc2cccc3ccc(=O)n(c23)C1 (stereo not given)	nt	nt	nt	6.3%	i
O=C(Nc1ccc(F)cc1)Nn1cnnc1	-7.3%	-4.9%	2.6%	-4.7%	0.1%
CNc1ccccc(C(=O)/C=C/c2ccccc2OC)c1=O	-5.9%	-4.8%	-3.5%	1.3%	10.4%
C=CCN1C(=O)C2(C(C(=O)OCC)=C(N)Oc3ccccc32)c2c1c1ccccc1oc2=O (stereo not given)	19.6%	9.0%	2.1%	-17.5%	i

(cont.)
SMILES	tuberculosis growth	Salmonella PhoP GFP	H37Rv inhibition	H1N1 NS1A inhibition	VEEV TC-83 Vero	others
O=S(=O)(Nc1ncccn1)c1ccc(-n2cnnn2)cc1	-8.3%	-6.9%	-5.9%	0.2%	2.1%
Cc1nn(-c2ccccc2)c(Cl)c1/C=N/NC(=O)c1cccnc1	-8.4%	-2.1%	-1.8%	6.3%	0.3%
CCOCN(C(=O)Cn1c(CO)nc2ccccc21)c1c(C)cccc1CC	23.2%	3.9%	3.3%	-3.0%	0.4%
Cc1ccc(Cl)c2c1NC(=O)C2=O	-10.7%	nt	0.4%	6.1%	i
Cc1c(CN2CCN(c3cccc(C(F)(F)F)c3)CC2)c(=O)n(-c2ccccc2)n1C	7.5%	5.9%	-1.4%	4.0%	0.5%
O=C(COc1ccccc1F)N1CCc2ccccc2C1	76.5%	-4.6%	1.1%	-7.3%	i
COc1cc(Br)c(-c2sc(Nc3ccccc3)n[n+]2-c2ccccc2)cc1OC	39.9%	-1.3%	-10.6%	-20.2%	1.2%
CCOC(=O)[C@H]1[C@H]2COc3ccc(Cl)cc3[C@@H]2N2C(=O)c3ccc(C)cc3NC(=O)[C@@]12C	32.2%	-1.1%	5.5%	-1.9%	5.0%
Cc1cc2nccc(-c3ccc(OCCCF)cc3)n2n1	19.5%	8.6%	7.8%	13.2%	1.0%
CC(C)C(=O)Nc1c2c(nn1-c1ccc(F)cc1)CSC2	0.8%	9.8%	6.0%	0.3%	i
CCOc1ccccc1C(=O)Nc1cc2c(cc1N1CCCC1)n(CC)c(=O)n2CC	29.3%	-2.0%	68.7%	13.2%	4.4%
COc1ccccc1NC(=O)c1sc2nc3n(c(=O)c2c1C)CCC3	-6.5%	1.4%	16.4%	6.6%	3.7%
CCN(CC(=O)NCCCN1CCOCC1)S(=O)(=O)c1cc(Cl)ccc1Cl	4.9%	10.2%	1.1%	10.0%	1.4%
Cc1ccc(S(=O)(=O)NC2CCC(C(=O)O)CC2)cc1 (stereo not given)	1.1%	-10.8%	2.3%	-15.3%	2.4%
Cc1nc(-c2ccccc2)nc(-c2ccccc2)n1	0.7%	0.6%	-7.8%	-6.1%	0.6%	VEEV TC-83 Vero 10K pilot screen=0.4
O=C(CSc1nnc(Nc2ccccc2F)s1)NCC1CCCO1 (stereo not given)	0.2%	nt	-2.4%	-1.8%	0.8%
O=C(c1cccs1)N1CCCC(c2nc3c(nnn3Cc3c(Cl)cccc3Cl)c(=O)[nH]2)C1 (stereo not given)	44.4%	2.4%	-2.5%	-1.0%	6.1%
c1ccc(CCN=C2CCCc3c2[nH]c2ccccc32)cc1	-3.3%	-1.0%	6.8%	2.1%	1.6%
CC1CN(C(=O)COc2ccc3c(-c4ccccc4)cc(=O)oc3c2)CC(C)O1 (stereo not given)	18.7%	nt	-3.7%	-7.8%	8.6%
O=C(c1cccs1)N1CCN(S(=O)(=O)c2cccs2)CC1	2.2%	-6.5%	-1.8%	-10.9%	7.4%
CN1CCN(c2ccc(CNC(=O)c3ccc4c(c3)OCCO4)cc2)CC1	-0.5%	12.8%	-3.3%	-0.6%	1.2%
CN(C)C(=O)c1cc(C(=O)c2ccc(Cl)cc2Cl)c[nH]1	-1.2%	8.1%	3.1%	-0.9%	1.3%
CC(N)C(=O)OC(C)(C)Cc1ccc(Cl)cc1 (stereo not given)	-6.2%	-16.4%	-11.6%	-1.7%	2.7%
C=CCOc1ccc(C(=O)Nc2ccccc2C(=O)N2CCCC2)cc1	nt	nt	nt	-8.6%	6.2%
Cc1cccc(NCN2C(=O)c3ccncc3C2=O)n1	-3.4%	-1.9%	-1.8%	3.7%	0.9%

Next part:
SMILES	tuberculosis growth	Salmonella PhoP GFP	H37Rv inhibition	H1N1 NS1A inhibition	VEEV TC-83 Vero	others
Cc1ccc(S(=O)(=O)N2CCN(CC(=O)N/N=C\C(Cl)=C\c3ccccc3)CC2)cc1	-0.3%	-0.8%	-4.3%	-4.0%	2.4%
COc1cc(NC(=O)CCC(=O)O)nc(OC)n1	-8.8%	1.3%	3.8%	3.8%	2.1%
Cc1c(C)n(C(=O)CSc2ncn[nH]2)c2ccccc12	5.4%	-0.5%	1.2%	9.3%	1.4%
O=C(NCc1n[nH]c(=S)n1-c1ccc(Br)cc1)c1ccc(S(=O)(=O)N2CCCCC2)cc1	-16.9%	0.7%	7.9%	6.6%	1.4%
O=C(NC(=S)N1CCN(c2ccc([N+](=O)[O-])cc2)CC1)c1ccccc1Cl	-31.3%	-7.4%	-2.5%	-0.6%	0.3%	VEEV TC-83 Vero 10K pilot screen=0.9
COC(=O)c1ccc(CN2CCC(n3nccc3NC(=O)C3CCCC3)CC2)cc1	27.8%	1.7%	1.6%	21.7%	i
CCOC(=O)Cn1c(S(=O)(=O)Cc2ccc(F)cc2)nc(-c2ccccc2)c1-c1ccccc1	18.7%	-2.6%	-2.5%	20.6%	5.0%
O=C(NCCc1c[nH]c2ccccc12)/C(=C/c1cccnc1)NC(=O)c1cccs1	6.8%	-4.4%	1.8%	4.2%	0.4%
COc1ccc2cc1Oc1ccc(cc1)C[C@H]1c3cc(c(OC)cc3CCN1C)Oc1c(OC)c(OC)cc3c1[C@@H](C2)N(C)CC3	59.9%	nt	7.0%	19.2%	0.4%
Cc1cc(=O)oc2cc(NC(=O)c3cccc(F)c3)ccc12	-21.0%	3.3%	-5.6%	-8.3%	i
Cc1nnc(SCC(=O)Nc2ccccc2)c2ccccc12	-1.8%	1.1%	-5.6%	7.2%	0.7%
CCOC(=O)c1c(C)[nH]c(C)c1C(=O)CSc1nnc(-c2ccco2)n1Cc1ccccc1	23.6%	9.9%	-3.7%	12.1%	8.8%
COc1ccccc1CCC(=O)Nc1cc(S(=O)(=O)N2CCOCC2)ccc1N1CCCC1	32.5%	-1.2%	-2.9%	-1.5%	7.8%
C=C1C[C@H](O)[C@@H]2[C@H](OC(=O)[C@H]2C)[C@H]2[C@H](C)[C@@H](O)C[C@@H]12	0.3%	nt	-7.8%	-8.8%	0.2%	VEEV TC-83 Vero 10K pilot screen=0.1
O=C(NCCC1=CCCCC1)C1CCC(CNS(=O)(=O)c2ccccc2)CC1 (stereo not given)	-12.5%	10.8%	-2.1%	5.0%	i
COc1ccc(/C=C2\CCCc3c2nc2ccccc2c3C(=O)OCC(=O)c2c(N)n(C)c(=O)n(C)c2=O)cc1	24.9%	8.5%	?	nt	nt
COc1ccccc1NC(=O)CCC(=O)O	-9.2%	7.6%	-22.8%	-7.8%	i
CC(Oc1cccc(NC(=O)c2cccs2)c1)C(=O)c1ccccc1 (stereo not given)	32.5%	2.2%	53.0%	-18.6%	8.5%
CC(=O)n1nc(-c2cccc(C)c2)nc1SCC(=O)Nc1ccccc1	75.0%	-4.8%	0.3%	-4.9%	1.1%
COc1ccc(N(CC(=O)N/N=C/c2ccc(OC)c(OC)c2)S(=O)(=O)c2ccccc2)cc1	1.6%	6.6%	-0.1%	-6.4%	i
Cc1cccc(OCCCC(=O)Nc2ccc(S(N)(=O)=O)cc2)c1C	-17.1%	-0.8%	-3.1%	-2.0%	i
CN(C(=O)CSc1nnc(-c2cccnc2)n1-c1ccccc1F)C1CCS(=O)(=O)C1 (stereo not given)	-1.0%	15.2%	-1.7%	1.7%	i
NC(=O)CSc1nnc(Cc2ccc3c(c2)OCO3)o1	51.8%	-4.0%	-1.0%	-10.1%	1.2%
C#CCOCCOCCOCCNc1nc(N2CCN(C(=O)Cn3cc(CCO)nn3)CC2)nc(N2CCN(C(=O)[C@H](C)n3cc(CCCN=C(N)N)nn3)CC2)n1	nt	nt	nt	1.3%	0.5%
O=C(Cn1[nH]c(=O)c2ccccc2c1=O)Nc1ccc(-c2nnc3n2CCCCC3)cc1	-9.8%	30.3%	6.7%	-10.3%	0.9%
CCC1(C)Cc2ccccc2-c2nc(NN)[nH]c(=O)c21 (stereo not given)	5.0%	-9.8%	1.7%	-12.9%	1.1%
CCOC(=O)c1ccc(NC(=O)c2ccccc2N(C)S(=O)(=O)c2ccccc2)cc1	7.7%	-25.4%	-1.9%	-4.1%	1.3%
O=C(CN1CCCSc2ccccc21)N1CCN(S(=O)(=O)c2cccc(F)c2)CC1	-4.7%	nt	23.2%	-9.3%	1.0%
